Yeast superoxide – caloric restriction mimetics inhibiting age-related superoxide in yeast. 330,000 compounds, 0.18% hits. superoxide response (% of plate mean), % at 10 µM. S. cerevisiae aged cells, superoxide DHE fluorescence; hits give low values. AID 2690;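 active = superoxide response under a set limit, about three screen SD below normal, cut at about 65% in these data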;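 also: yeast aged for seven days with compound at 30 °C before DHE staining; 100% = average MFI of all compound-treated wells on the plate with controls excluded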
GASC-1 inh – human JMJD2C demethylase inhibition. Q9H3R0. GST-JMJD2C(1-420) H3K9me3 demethylation, DELFIA europium. inhibition, % at 2.35 µM. 330,000 compounds, 0.069% hits;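 active = more than half of a compound's replicate wells show inhibition beyond 50%, single wells judged on their own value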;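 also: signal counts dimethyl H3K9 product captured on neutravidin plate; 0% = median of DMSO wells and 100% = 0.3 times that DMSO median; strong numbers were not always called active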
HCV core dimer – blocks dimerization of HCV core protein; 300,000 compounds, 0.33% hits; inhibition, % at 5 µM; TR-FRET GST/Flag-core106 dimerization, 1536-well;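 active = inhibition above the mean of all tested compounds plus 3 SD, set per screening campaign, cut at about 45% in these data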
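Material: Tagged HCV core106 pair (GST and Flag) | Amount: GST-core106 13.5 nM, Flag-core106 17 nM | Medium: KF-containing HEPES buffer, pH 7.45, DTT, CHAPS, BSA | Reagent: Eu donor and XL665 acceptor anti-tag antibodies | Schedule: 4 h at 22.5 °C | Technique: Time-resolved FRET, ex 340 nm, em 617 and 671 nm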
PP1 counter – PP1-alpha (human) inhibition in PP5 counter-screen. AID 2235. 320,000 compounds, 0.9% hits. purified PP1alpha, OMFP fluorescence. inhibition, % at 6.7 µM. P62136;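 active = inhibition above the mean inhibition of all tested compounds plus 3 SD, computed separately for each screening campaign, cut at about 15% in these data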
Target sequence (P62136 whole entry, looked up): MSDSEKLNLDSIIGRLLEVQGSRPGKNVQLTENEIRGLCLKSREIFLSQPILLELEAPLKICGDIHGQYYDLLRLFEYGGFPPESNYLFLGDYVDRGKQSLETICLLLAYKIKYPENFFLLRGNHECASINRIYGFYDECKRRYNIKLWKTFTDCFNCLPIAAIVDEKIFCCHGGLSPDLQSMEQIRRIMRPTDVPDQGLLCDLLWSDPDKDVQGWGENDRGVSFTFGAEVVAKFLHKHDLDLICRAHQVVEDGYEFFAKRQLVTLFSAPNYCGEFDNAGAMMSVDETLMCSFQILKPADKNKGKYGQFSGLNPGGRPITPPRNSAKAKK
EBNA-1 inhibitor – blocks EBNA-1 binding to DNA; EBNA-1 DNA binding, fluorescence polarization; 300,000 compounds, 0.34% hits; inhibition, % at 14.8 µM; in the data active = inhibition above about 28%
TPT1 inh – blocks Candida albicans tRNA 2'-phosphotransferase | 300,000 compounds, 0.81% hits | inhibition, % at 5 µM | recombinant caTPT1, FP RNA substrate dephosphorylation;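 active = inhibition above the mean of all tested compounds plus 3 SD, set per screening campaign, cut at about 24% in these data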;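 also: plate controls were DMSO alone for no effect and ferristatin control at 100 nM for full effect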
Fh CTSL1 inh – blocks F. hepatica cathepsin L1 in PFM18AAP counter-screen; recombinant F. hepatica cathepsin L1, Z-Leu-Arg-MCA fluorescence; inhibition, % at 5.96 µM; 300,000 compounds, 0.49% hits; AID 1906;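 active = inhibition above the mean of all tested compounds plus 3 SD, set per screening campaign, cut at about 17% in these data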;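 also: 0% = plate median of test compound wells and 100% = 1 µM Z-Phe-Ala-diazomethylketone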
ZTA counter – ZTA (EBV) inhibition in EBNA-1 counter-screen; 320,000 compounds, 0.15% hits; inhibition, % at 11 µM; ZTA-DNA binding, fluorescence polarization; P03206; in the data active = inhibition above about 33%
Target sequence (P03206 whole entry, looked up): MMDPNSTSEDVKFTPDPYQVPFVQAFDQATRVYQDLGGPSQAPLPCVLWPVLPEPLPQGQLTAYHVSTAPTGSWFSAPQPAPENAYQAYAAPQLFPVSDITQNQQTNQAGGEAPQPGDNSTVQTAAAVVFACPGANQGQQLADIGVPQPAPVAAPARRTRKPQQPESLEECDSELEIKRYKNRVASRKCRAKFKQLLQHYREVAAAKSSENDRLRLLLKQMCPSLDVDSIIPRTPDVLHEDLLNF
PP5 primary – blocks human protein phosphatase 5 activity; inhibition, % at 6.7 µM; 320,000 compounds, 0.18% hits; purified PP5c, OMFP substrate fluorescence; AID 1987; P53041;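 active = inhibition above the campaign's mean inhibition across all tested compounds plus 3 SD, cut at about 9.5% in these data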;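 also: 0% = DMSO only and 100% = 100 µM cantharidin control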
Target sequence (P53041 whole entry, looked up): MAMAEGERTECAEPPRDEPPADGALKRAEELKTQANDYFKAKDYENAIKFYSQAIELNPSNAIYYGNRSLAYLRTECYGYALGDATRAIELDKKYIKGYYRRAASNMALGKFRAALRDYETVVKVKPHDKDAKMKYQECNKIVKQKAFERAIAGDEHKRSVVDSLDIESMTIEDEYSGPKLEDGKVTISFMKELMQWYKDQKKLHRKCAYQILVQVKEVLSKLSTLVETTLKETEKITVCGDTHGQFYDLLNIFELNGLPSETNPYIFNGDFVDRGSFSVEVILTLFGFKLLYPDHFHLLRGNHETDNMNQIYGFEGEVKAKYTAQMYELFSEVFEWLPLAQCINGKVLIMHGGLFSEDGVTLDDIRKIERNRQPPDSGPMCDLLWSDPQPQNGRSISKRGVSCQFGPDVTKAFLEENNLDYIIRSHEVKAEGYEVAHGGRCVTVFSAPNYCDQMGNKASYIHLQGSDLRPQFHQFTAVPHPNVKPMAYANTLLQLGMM
* = called active by the depositor; i = inactive; nt = no result given; & = joins results of further samples.

SMILES	Yeast superoxide	GASC-1 inh	HCV core dimer	PP1 counter	EBNA-1 inhibitor	TPT1 inh	Fh CTSL1 inh	ZTA counter	PP5 primary
NC(=O)c1sc2nnc(-c3ccccc3)c(-c3ccccc3)c2c1N	117	4	-3	0	5	15	-4	2	-1.7
Cc1ccc2c([N+](=O)[O-])cccc2n1	103	2	2	-4	1	-2	5	10	-0.7
Cc1ccc(-n2c(C)cc(C3=NNC(=NC4CC4)SC3)c2C)cc1C	105	14	6	16*	-10	0	6	-29	3.7
NC(=NCc1ccco1)NC(=O)c1ccccc1	79	2	-2	-5	0	1	2	-3	-1.4
COc1ccc(C2NC(=O)NC(C)=C2C(=O)OC2CCCC(C)C2)cc1 (centres undefined)	103	0	14	4	-15	-3	3	22	3.0
O=C(NCCCNC(=O)C(F)(F)C(F)F)C(F)(F)C(F)F	97	5	-1	-2	-4	2	3	-13	-0.6
CCOc1ccc(NC(=O)CN(C)C(=O)CCCc2nc3ccccc3c(=O)[nH]2)cc1OCC	112	4	-3	-2	-2	1	0	-20	0.6
CCn1c(SCC(=O)N2CCc3ccccc32)nnc1-c1c[nH]c2ccccc12	100	4	6	-2	2	-4	-5	-31	1.8
O=C1C=C(c2ccc(-c3ccccc3)c(F)c2)C[C@@H](c2ccc(Cl)cc2)C1	107	7	nt	-3	nt	nt	nt	-16	2.1
COc1cc(OC)cc(C(=O)Nc2ncc3c(n2)CC(C)(C)CC3=O)c1	100	0	-2	-4	-15	-1	-3	-5	2.0
COc1ccc(C(=O)Cn2nnc(-c3ccccc3NC(=O)C3CC3)n2)cc1	104	4	10	-1	0	-3	1	6	0.4
CCCOC1CCCN(C(=O)CCCn2nnnc2CN2CCOCC2)C1 (centres undefined)	97	5	-20	-1	-8	0	-8	-8	-5.9
CCCc1cc(=O)oc2cc(OCC(=O)NCCCN3CCCC3=O)ccc12	96	-2	4	-2	-7	1	8	-5	2.1
O=S(=O)(c1ccc(C2CCCCC2)cc1)N1CCCC1	92	4	5	3	-10	2	7	-14	1.4
COc1ccc(CCn2c(O)c(C3=c4ccccc4=NC3=O)sc2=S)cc1OC	113	-9	-2	-2	-4	3	-2	-17	1.1
CCC(=O)N1c2ccc(C)cc2C2=NNC(=S)NC21O (centres undefined)	103	11	4	-1	-3	-5	0	-6	0.0
O=C(/C=C/c1ccc(F)cc1)N1CCN(c2ncccn2)CC1	115	-15	-2	-3	-4	0	2	5	-1.0
CCC(=N\NC(=O)COc1ccccc1OC)/C(CC)=N/NC(=O)COc1ccccc1OC	99	12	nt	-5	nt	nt	nt	1	1.1
O=C(COc1ccc(Br)cc1)Nc1ccc2c(c1)C(=O)NC2=O	88	14	14	-5	12	3	-4	-1	2.6
Cc1ccccc1C(=O)N1CCC(C(=O)NCCc2ccc(S(N)(=O)=O)cc2)CC1	117	7	7	-3	1	0	-2	2	0.8
Cc1ccccc1NC1=NC(=S)N(CC(N)=O)C12CCOC(C)(C)C2 (centres undefined)	90	-15	3	-2	-4	2	-1	-13	0.3
COc1cc(NC(=O)Nc2c(C)n(C)n(-c3ccccc3)c2=O)cc(OC)c1OC	96	-3	-1	0	2	-3	2	2	2.3
O=[N+]([O-])c1cc(O)c2ncccc2c1	136	-24	-5	7	-16	7	11	7	5.1
Cc1ccc(C(=O)N2CCN(c3ccc(NC(=O)c4cccs4)cc3)CC2)cc1	98	-5	8	-2	6	1	1	0	1.6
COc1ccc(N2C(=O)c3ccccc3NC23CCC(C)CC3)cc1 (centres undefined)	76	-1	6	-3	6	0	2	4	0.0
CC(=O)c1cccc(NC(=O)NC2CCCc3ccccc32)c1 (centres undefined)	97	nt	4	2	1	1	-4	11	-0.2
COC(=O)c1c(C)[nH]c(C(=O)/C=C/c2ccc(Cl)cc2)c1C	106	-4	9	-1	11	7	0	4	-0.3
CC1Cc2ccccc2N1C(=O)COC(=O)c1cc(Br)ccc1O (centres undefined)	103	-3	6	0	-5	1	2	-3	-1.7
CC(C)(C)CC(C)(C)N1CNC(=S)NC1	104	-4	-3	-2	13	3	-1	18	-2.8
CC(=O)Nc1ccc(S(=O)(=O)NCCC(=O)OCc2nnc(-c3ccccc3)o2)cc1	103	2	5	-5	-6	1	1	10	-0.4
O=C(CN1C(=O)NC2(CCCC2)C1=O)Nc1nc(-c2ccccc2)cs1	88	30	-10	0	-1	0	4	-17	1.3
O=C(O)/C=C\C(=O)Nc1ccc(N2CCN(c3ccc(Cl)cc3)CC2)cc1	94	-1	3	6	-6	-4	3	5	0.0
CCC(Oc1ccccc1)C(=O)Nc1cc(C)on1 (centres undefined)	88	14	10	2	5	0	0	3	2.4
C[C@H](NC(=O)Nc1cccc(Br)c1)C(=O)O	i	-5	0	0	6	-4	-4	-4	0.4
CCN(N=Nc1cccc([N+](=O)[O-])c1)c1cccc([N+](=O)[O-])c1	93	1	-7	-1	11	-2	2	13	0.1
O=C(C1CCCCC1)N1CCC(CO)(Cc2ccccc2Cl)CC1	90	8	12	4	3	-2	-1	1	2.6
Cc1ccccc1-c1nc(-c2ccc(Br)o2)no1	97	-3	2	-2	-6	1	-1	3	1.6
COC(=O)c1sc(-c2ccc(C(C)(C)C)cc2)cc1NC(=O)c1ccccc1C(=O)O	95	-3	26	3	5	-5	2	15	4.4
CCN(CC)S(=O)(=O)c1ccc(C(=O)OCC(=O)NCc2ccco2)cc1	117	-4	6	-3	3	2	-2	12	0.1
CC(=O)c1c(C)[nH]c(C(=O)O)c1C	97	3	2	8	-10	-2	-6	5	-0.6
COc1ccc(C(=O)NC(=O)N2CCCCC2)cc1	81	4	2	0	18	3	1	5	-0.6
COc1cc(C2NC(=O)NC(C)=C2C(C)=O)ccc1O (centres undefined)	96	19	-4	-3	-12	1	0	-5	-1.4
Cc1ccccc1C(=O)NNC(=O)CCCCC(=O)NNC(=O)c1ccccc1C	87	-9	-1	-1	9	-2	0	5	1.6
C=CCNC(=O)C(C)Sc1ccc(Cl)cc1 (centres undefined)	111	-12	3	4	5	4	0	-6	-0.9
Cc1ccc(C)c(N2CCN(C(=O)CCCN3C(=S)NC(C)(C)CC3C)CC2)c1 (centres undefined)	98	-5	-9	1	-9	2	1	-8	-1.1
O=C(NCCOc1cccc2cccnc12)c1cccs1	93	57	4	3	2	-2	6	-39	0.1
CCCCC(=O)Nc1cccc(-c2nnc(-c3ccccc3)o2)c1	88	-1	0	1	2	-3	-2	-3	1.1
CCN(CC)CCn1nc(C)nc1-c1ccccc1O	116	-7	5	-2	3	-4	4	-11	2.6
C=CCNC(=O)CN1CCN(C(c2ccccc2)c2ccccc2)CC1	108	11	-4	0	-1	0	-7	2	1.8
CCOc1ccc(-c2nc(CSCC(=O)NCC3CCCO3)c(C)o2)cc1 (centres undefined)	114	6	-15	-3	-6	-4	-4	-24	3.9
The results go on.
SMILES	Yeast superoxide	GASC-1 inh	HCV core dimer	PP1 counter	EBNA-1 inhibitor	TPT1 inh	Fh CTSL1 inh	ZTA counter	PP5 primary
O=C(O)c1cc(NC(=O)c2ccccc2F)cc(NC(=O)c2ccccc2F)c1	99	3	-5	1	-9	-1	-3	-16	4.1
COc1ccccc1CNC(=O)/C=C/c1ccc(S(=O)(=O)NCc2ccco2)cc1	106	2	-3	3	-5	1	0	-7	2.7
Fc1cccc(/C=C2\CCCC3=C2NC(=S)NC3c2cccc(F)c2)c1 (centres undefined)	96	1	4	1	3	1	-5	2	1.7
COCCCNC(=O)c1c(-c2ccccc2)noc1C	95	7	9	3	-4	0	-2	4	2.9
Cc1ccc(Nc2nc(Cl)nc(NC(C)(C)C)n2)cc1	104	-6	1	9	-10	0	-6	-2	4.7
CCCCn1c(N)c(N(C)C(=O)c2ccc(OCC3CCCO3)cc2)c(=O)[nH]c1=O (centres undefined)	114	nt	nt	-7	nt	nt	nt	-10	0.2
CN(C)CCOc1ccccc1C(C)(C)C	106	24	-6	-1	-9	-2	-1	-7	1.6
COCc1[nH]nc2c1C(c1cc(OC)c(O)c(OC)c1)C(C#N)=C(N)O2 (centres undefined)	105	1	-7	8	0	7	9	-14	-8.3
N#C/C(=C\c1ccccc1)C(=O)Nc1cc(S(=O)(=O)N2CCOCC2)ccc1N1CCCC1	82	1	20	2	-3	0	2	-1	3.4
Cc1ccc(C2Nc3ccccc3NC3=C2C(=O)CC(C)(C)C3)c(O)c1 (centres undefined)	98	-3	-16	4	-10	-13	0	7	-2.5
O=C(COc1cccc2c1CCNC2=O)Nc1cccc(F)c1	106	-27	2	-4	-15	3	1	-8	2.5
COc1c(Br)cc([N+](=O)[O-])c(OC)c1C(=O)NC(=O)Nc1c(Cl)cccc1Cl	111	nt	2	-1	2	4	-7	1	-1.1
CC(=O)c1ccc(N2CCN(C(=O)c3noc4c3CSc3ccccc3-4)CC2)cc1	98	8	2	6	-9	2	0	-7	1.5
CCCOC(=O)C1=C(C)NC2=C(C(=O)CCC2)C1c1cccs1 (centres undefined)	130	18	-1	-2	-4	3	-2	0	-0.2
CC1CCC(=O)N(CCC#N)CC1 (centres undefined)	94	-5	0	0	-8	2	4	-10	2.0
COc1ccccc1NC(=O)c1cc([N+](=O)[O-])ccc1N1CCOCC1	109	-7	-1	-3	0	-1	1	-3	1.1
C=CCNC(=S)N1CCC(C(=O)c2ccc(OC)cc2)CC1	91	-1	-3	1	-3	-1	0	-5	0.9
Cc1cccc(C)c1NC(=O)C(=O)c1cn(C)c2ccccc12	111	-9	3	0	15	-3	2	-2	3.4
COc1ccc(CN2C(=O)CN=C2Nc2cccc(C)c2C)cc1	116	10	-4	-9	-6	3	-6	1	4.1
CC(=C\c1ccco1)/C=C(\C#N)C(=O)NCCc1c[nH]c2ccccc12	116	7	33	0	-8	4	2	-8	3.8

A different layout for some results above:
Structure: CCCOC(=O)C1=C(C)NC2=C(C(=O)CCC2)C1c1cccs1 (centres undefined)
- Yeast superoxide = 130
- GASC-1 inh = 18
- HCV core dimer = -1
- PP1 counter = -2
- EBNA-1 inhibitor = -4
- TPT1 inh = 3
- Fh CTSL1 inh = -2
- ZTA counter = 0
- PP5 primary = -0.2

Structure: CC1CCC(=O)N(CCC#N)CC1 (centres undefined)
- Yeast superoxide = 94
- GASC-1 inh = -5
- HCV core dimer = 0
- PP1 counter = 0
- EBNA-1 inhibitor = -8
- TPT1 inh = 2
- Fh CTSL1 inh = 4
- ZTA counter = -10
- PP5 primary = 2.0

Structure: COc1ccccc1NC(=O)c1cc([N+](=O)[O-])ccc1N1CCOCC1
- Yeast superoxide = 109
- GASC-1 inh = -7
- HCV core dimer = -1
- PP1 counter = -3
- EBNA-1 inhibitor = 0
- TPT1 inh = -1
- Fh CTSL1 inh = 1
- ZTA counter = -3
- PP5 primary = 1.1

(more compounds)
SMILES	Yeast superoxide	GASC-1 inh	HCV core dimer	PP1 counter	EBNA-1 inhibitor	TPT1 inh	Fh CTSL1 inh	ZTA counter	PP5 primary
CN1CCN(Cc2cccc(Oc3ccccc3)c2)CC1	98	-10	9	1	13	-2	0	9	-1.8
Cn1c(CCNC(=O)c2ccccc2)nc2ccccc21	85	-1&-6	-1	-1	6	-2	-3	9	0.7
CC(C)CCNC(=O)NC(=O)COC(=O)C1CCN(S(=O)(=O)c2ccccc2F)CC1	94	-3	-3	2	-10	-1	1	-33	-3.8
O=C(CSc1nc2ccccc2c(=O)n1-c1ccccc1)NCC1CCCO1 (centres undefined)	105	18	-3	-6	-6	3	-2	-12	4.1
C/C=C/C=C/C(=O)N1CC2(CC(c3cccc(NC(=O)/C=C/C)c3)=NO2)C[C@@H]1C(N)=O (some centres undefined)	103	-36	47*	-1	5	2	-1	-6	2.2
CN1CCN(CCCNC(=O)CCc2nnc3n(Cc4ccccc4Cl)c(=O)c4ccccc4n23)CC1	138	-9	-2	-1	-13	2	4	-14	-1.4

High-throughput results: PubChem BioAssay, several laboratories
